Rab2 wt GTP: changes GTP binding to wildtype dog Rab2A, up or down; P61105; GST-Rab2 wt beads, Bodipy-GTP binding, flow cytometry; GTP binding activity, % at 10 µM; hit rate 0.19% among 190,000; AID 760;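 active means GTP binding activity at least 20 points away from 100%, either lowered or raised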;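 further: 0% = beads with excess unlabeled GTP and 100% = no-compound control corrected for plate trend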
Mcl1-Noxa inh: disrupts binding of human Mcl-1 to Noxa peptide; Q07820; TR-FRET Mcl-1/Noxa peptide binding, 2 h; inhibition, % at 21.7 µM; hit rate 1.5% among 220,000; AID 1022;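 active means compounds that cut the protein-peptide binding signal by more than 50% relative to plate controls in a single-dose test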;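 further: His-tagged Mcl-1 with rhodamine Noxa BH3 peptide and terbium anti-His antibody; 0% = Mcl-1 plus Noxa peptide wells and 100% = peptide-only wells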
Target sequence (Q07820 whole entry, looked up): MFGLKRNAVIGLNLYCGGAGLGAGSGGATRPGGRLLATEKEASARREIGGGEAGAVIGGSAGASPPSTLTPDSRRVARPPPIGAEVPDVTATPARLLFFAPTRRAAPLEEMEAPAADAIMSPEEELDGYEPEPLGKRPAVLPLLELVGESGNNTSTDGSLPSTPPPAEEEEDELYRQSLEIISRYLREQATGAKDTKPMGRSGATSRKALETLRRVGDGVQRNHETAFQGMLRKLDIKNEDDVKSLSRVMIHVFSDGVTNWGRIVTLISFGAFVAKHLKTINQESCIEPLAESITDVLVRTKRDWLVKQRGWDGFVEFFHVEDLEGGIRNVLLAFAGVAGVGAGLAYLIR
Rac1 wt modul: alters GTP binding to wildtype human Rac1; GTP binding activity (% of control), % at 10 µM; AID 757; P63000; GST-Rac1 beads, fluorescent GTP binding, flow cytometry; actives lie on both sides; 0 = cold GTP competed, 100 = untreated; hit rate 0.27% among 190,000;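 active means GTP binding activity at least 20 points away from the 100% control level, either lower or higher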
Rab7 wt modul: dog Rab7 wildtype GTP binding, inhibitors and activators; GST-Rab7 beads, fluorescent GTP binding, flow cytometry; actives lie on both sides; untreated = 100%, excess cold GTP = 0%; AID 758; GTP binding activity (percent of control), % at 10 µM; hit rate 0.055% among 190,000;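 active means fluorescent GTP binding to Rab7 beads changed by at least 20 points from the 100% baseline, either direction, mostly lower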;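 further: median green fluorescence of bound Bodipy-FL-GTP per Rab7 bead population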
Mcl-1 Bim block: inhibitors of Bim-Mcl-1 interaction, human. Bead-based flow cytometry, Bim peptide-Mcl-1 binding. inhibition, % at 10 µM. hit rate 0.1% among 190,000. AID 1009; in the data active means inhibition above about 40%;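 further: 0% = no compound tracer wells and 100% = peptide blocker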
Pf gamet viab: kills late stage P. falciparum gametocytes; inhibition, % at 10.9 µM; hit rate 0.065% among 150,000; P. falciparum stage V gametocytes, ATP luminescence, 24 h;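 active means inhibition above the mean plus 3 SD of compounds within the control limits, set per campaign, cut at about 38% in these data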;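 further: 0% = DMSO wells and 100% = medium only without gametocytes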
HRas wt GTP bind: human HRas wildtype GTP binding, change in either direction. P01112. GTP binding activity, % at 10 µM. GST-Ras wt beads, Bodipy-FL-GTP binding, flow cytometry; actives lie on both sides. AID 759. hit rate 0.14% among 190,000;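 active means GTP binding activity at least 20% away from the 100% baseline, either lowered as inhibitor or raised as activator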;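 further: 0% = unlabeled GTP competition control and 100% = no-compound control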
Target sequence (P01112 whole entry, looked up): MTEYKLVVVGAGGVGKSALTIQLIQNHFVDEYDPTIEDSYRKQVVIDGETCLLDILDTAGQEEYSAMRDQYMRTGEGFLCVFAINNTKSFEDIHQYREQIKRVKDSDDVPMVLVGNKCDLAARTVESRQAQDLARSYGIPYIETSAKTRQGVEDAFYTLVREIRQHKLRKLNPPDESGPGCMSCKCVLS
Rac1 act GTP bind: human Rac1 activated mutant GTP binding change; percent activity (GTP binding), % at 10 µM; hit rate 0.11% among 190,000; GST-Rac1 activated beads, fluorescent GTP binding, flow cytometry; actives lie on both sides; 100% means binding = to untreated wells; AID 764;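 active means GTP binding at least 20 percentage points away from the 100% baseline, in either direction, so actives lie on both sides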
Mcl1 Bid PPI: disrupts binding of human Mcl-1 to Bid peptide | Q07820 | inhibition, % at 21.7 µM | AID 1021 | hit rate 0.97% among 220,000 | TR-FRET Mcl-1/Bid-Dy647 peptide binding, 1536-well;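 active means compounds that cut the binding signal by more than half at the single screening dose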;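 further: His-tagged Mcl-1 with europium anti-His antibody binding Bid BH3 peptide; 0% = Mcl-1 plus peptide wells and 100% = peptide-only wells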
Avidin fluor: compound fluoresces at 488/530 nm on avidin beads | compound fluorescence 488/530 nm, flow cytometry; stronger effect = higher value | fluorescence (KMESF) at 10 µM | hit rate 0.38% among 220,000 | AID 1775; in the data active means fluorescence above about 47; further: inactives centre near 10
Cdc42 wt: human Cdc42 wildtype GTP binding change, either direction | P60953 | GST-Cdc42 beads, Bodipy-GTP binding, flow cytometry; actives lie on both sides | percent activity (GTP binding), % at 10 µM | hit rate 0.2% among 190,000 | AID 761;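 active means percent activity GTP binding at least 20 points away from the 100% baseline, either down as inhibitor or up as activator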;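 further: median bead fluorescence of bound Bodipy-FL-GTP at 100 nM; 0% = excess unlabeled GTP control and 100% = no compound control; below 100% means less GTP binding so inhibitor and above means activator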
Target sequence (P60953 whole entry, looked up): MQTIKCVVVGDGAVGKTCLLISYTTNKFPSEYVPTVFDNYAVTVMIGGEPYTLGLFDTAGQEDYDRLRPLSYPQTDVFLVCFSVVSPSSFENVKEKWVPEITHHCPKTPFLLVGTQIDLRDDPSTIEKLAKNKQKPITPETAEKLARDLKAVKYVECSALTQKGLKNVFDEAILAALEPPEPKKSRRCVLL
The depositor's hits bear a star; x = no result given.

SMILES | Rab2 wt GTP | Mcl1-Noxa inh | Rac1 wt modul | Rab7 wt modul | Mcl-1 Bim block | Pf gamet viab | HRas wt GTP bind | Rac1 act GTP bind | Mcl1 Bid PPI | Avidin fluor | Cdc42 wt
N#Cc1c(N)n(CCc2ccc(F)cc2)c2nc3ccccc3nc12 | 98.0 | 11.2 | 95.0 | 98.0 | 0.0 | x | 98.0 | 94.0 | 18.6 | x | 97.0
COc1ccc(C2CC(c3ccc(Cl)cc3)n3nc(N)nc3N2)cc1 (centres undefined) | 101.0 | 1.4 | 105.0 | 99.0 | 0.0 | x | 100.0 | 100.0 | -21.7 | 7 | 98.0
CCc1ccc(NC(=O)C(NS(=O)(=O)c2cccc3nsnc23)c2ccccc2)cc1 (centres undefined) | 101.0 | 7.7 | 105.0 | 104.0 | -1.0 | x | 102.0 | 99.0 | -6.0 | 11 | 101.0
ClC1(Cl)CC1Cn1cnc2ccccc21 (centres undefined) | 97.0 | 10.8 | 99.0 | 97.0 | 3.0 | 4.8 | 96.0 | 94.0 | -34.9 | 2 | 96.0
Oc1ccccc1CNc1cnc2ccccc2c1 | 100.0 | 8.4 | 101.0 | 95.0 | 0.0 | x | 98.0 | 99.0 | -32.7 | 4 | 100.0
CCCCOC(=O)c1ccc(NC(=O)C(=O)NCC2CCCO2)cc1 (centres undefined) | 98.0 | -8.5 | 96.0 | 94.0 | 1.0 | x | 95.0 | 96.0 | -2.9 | 6 | 95.0
CCc1nnc(NC(=O)CCc2c[nH]c3ccccc23)s1 | 97.0 | 8.4 | 98.0 | 96.0 | 0.0 | -9.6 | 97.0 | 93.0 | -68.1 | 11 | 99.0
O=C1CCC/C(=N\NC(=O)c2ccc(COc3ccccc3-c3ccccc3)cc2)C1 | 93.0 | 34.2 | 91.0 | 98.0 | 2.0 | 2.3 | 92.0 | 92.0 | -31.0 | 18 | 92.0
COc1ccccc1-c1nc(C#N)c(N2CCN(c3cccc(Cl)c3)CC2)o1 | 90.0 | 4.8 | 90.0 | 91.0 | -2.0 | x | 92.0 | 89.0 | -8.4 | 22 | 91.0
COc1ccc(CCNC(=O)CCC(=O)Nc2ccc3nc(N4CCN(C)CC4)cc(C)c3c2)cc1OC | 106.0 | 18.5 | 103.0 | 110.0 | 0.0 | -28.2 | 105.0 | 100.0 | -10.1 | 6 | 101.0
COc1cccc(-c2nc(NC(C)C)c3ccccc3n2)c1O | 99.0 | 33.2 | 103.0 | 99.0 | 0.0 | -4.9 | 99.0 | 99.0 | -57.6 | 5 | 99.0
CC12CCC(C(=O)N(NC(=O)c3ccc(O)cc3)C1=O)C2(C)C (centres undefined) | 97.0 | 19.9 | 98.0 | 95.0 | 2.0 | 4.3 | 95.0 | 93.0 | -17.9 | 5 | 98.0
CCC(CC)C(=O)N1CCN(Cc2nc3ccccc3c(=O)[nH]2)CC1 | 99.0 | 4.7 | 100.0 | 103.0 | 2.0 | -15.6 | 102.0 | 96.0 | -11.6 | 12 | 98.0
CCOCCCNC(=O)C1CCC(CNS(=O)(=O)c2ccc(Cl)cc2)CC1 (centres undefined) | 97.0 | -20.9 | 107.0 | 100.0 | -1.0 | -18.3 | 96.0 | 95.0 | -4.5 | 9 | 98.0
COc1cc(NC(=O)C2CC2)c(OC)cc1NC(=O)CCC(=O)NC1CCN(Cc2ccccc2)CC1 | 100.0 | 8.5 | 101.0 | 98.0 | 1.0 | -4.2 | 100.0 | 99.0 | -26.8 | 9 | 102.0
CC(=O)N1c2ccc3ccccc3c2C(C)CC12CCCCC2 (centres undefined) | 98.0 | 10.3 | 101.0 | 99.0 | 1.0 | x | 99.0 | 99.0 | -12.1 | 5 | 102.0
CC1CCc2nc(/C(C#N)=C/c3ccncc3)sc2C1 (centres undefined) | 96.0 | 12.7 | 91.0 | 104.0 | -1.0 | -18.9 | 95.0 | 94.0 | -3.9 | 9 | 92.0
CS(=O)(=O)c1ccc(C(=O)Nc2ccccc2N2CCOCC2)c(Cl)c1 | 93.0 | -3.9 | 100.0 | 95.0 | 0.0 | x | 95.0 | 94.0 | -11.0 | 11 | 95.0
O=C(CN1CCN(c2ccccc2)CC1)Nc1cccc([N+](=O)[O-])c1 | 98.0 | -8.7 | 95.0 | 95.0 | 0.0 | -5.6 | 93.0 | 95.0 | -0.2 | 22 | 97.0
COc1ccc(/C=C/C(O)=C2/C(=O)N(C)C3(C)CC2c2ccccc2O3)cc1 (centres undefined) | 102.0 | 9.9 | 102.0 | 103.0 | 0.0 | x | 101.0 | 97.0 | -13.3 | 24 | 98.0
Cc1[nH]nc(SCC(=O)NCc2ccc(Cl)cc2)c1[N+](=O)[O-] | 99.0 | 6.8 | 102.0 | 100.0 | -2.0 | -20.8 | 101.0 | 102.0 | -9.0 | 15 | 99.0
CC(C)CCNC(=O)CN(Cc1ccco1)C(=O)c1snc(C(N)=O)c1N | 96.0 | 12.7 | 96.0 | 99.0 | 0.0 | -6.4 | 95.0 | 95.0 | -9.6 | 21 | 97.0
COc1ccc(CNC(=O)/C=C/c2cc([N+](=O)[O-])ccc2OC(F)F)cc1OC | 96.0 | -1.7 | 93.0 | 92.0 | 0.0 | 1.5 | 95.0 | 97.0 | -28.1 | 12 | 94.0
COc1ccccc1NCC(O)COc1ccc(C(C)(C)C)cc1 (centres undefined) | 95.0 | 35.6 | 98.0 | 96.0 | 9.0 | 1.0 | 95.0 | 96.0 | -5.7 | 10 | 96.0
c1ccc(COc2ccccc2CNC2CCCC2)cc1 | 98.0 | -7.7 | 99.0 | 98.0 | 0.0 | 9.0 | 97.0 | 98.0 | -4.0 | 10 | 100.0
(next part)
SMILES | Rab2 wt GTP | Mcl1-Noxa inh | Rac1 wt modul | Rab7 wt modul | Mcl-1 Bim block | Pf gamet viab | HRas wt GTP bind | Rac1 act GTP bind | Mcl1 Bid PPI | Avidin fluor | Cdc42 wt
CC(C)CN1C(=O)/C(=C/c2ccco2)NC1=S | 102.0 | 41.0 | 103.0 | 100.0 | 3.0 | 12.9 | 105.0 | 103.0 | -40.8 | 6 | 103.0
O=C(CSc1ncn[nH]1)Nc1nnc(-c2ccccc2)s1 | 101.0 | 16.6 | 112.0 | 102.0 | 0.0 | x | 103.0 | 102.0 | 0.7 | 9 | 103.0
COC(=O)CC1Oc2ccccc2N(Cc2ccccc2)C1=O (centres undefined) | 99.0 | 13.2 | 98.0 | 97.0 | -1.0 | x | 97.0 | 99.0 | -8.8 | 6 | 99.0
CCOc1cc(NC(=S)N2CCC(C(N)=O)CC2)c(C(=O)OC)cc1OCC | 100.0 | 17.5 | 100.0 | 106.0 | -1.0 | x | 100.0 | 94.0 | -14.4 | 9 | 99.0
CC(=NCc1cccnc1)C1=C(O)c2ccccc2C1=O | 99.0 | 8.9 | 107.0 | 98.0 | -1.0 | x | 101.0 | 100.0 | -39.0 | 8 | 98.0
CC(=O)c1c(N2CCN(C)CC2)nc(=S)n(Cc2ccccc2)c1C | 104.0 | 16.2 | 107.0 | 101.0 | 4.0 | -11.2 | 105.0 | 107.0 | -62.0 | 3 | 106.0
CCCCCC1CC(CC#CCN2CCOCC2)C(=O)O1 (centres undefined) | 103.0 | -1.4 | 103.0 | 103.0 | 0.0 | x | 100.0 | 98.0 | 51.1* | 27 | 103.0
Cn1ccnc1SCC(=O)c1cc2ccccc2o1 | 97.0 | 20.6 | 100.0 | 98.0 | -2.0 | x | 99.0 | 96.0 | -11.1 | 7 | 99.0
Cc1nc2cc(N3CCCCC3)c(NC(=O)c3cccnc3)cc2c(=O)n1Cc1ccccc1 | 99.0 | 1.2 | 101.0 | 99.0 | -3.0 | x | 99.0 | 99.0 | 12.5 | 13 | 96.0
CN(C)c1nc(NCc2ccccc2)nc(N/N=C/c2ccccc2F)n1 | 95.0 | 27.8 | 99.0 | 96.0 | 0.0 | x | 97.0 | 97.0 | 0.5 | 11 | 97.0
COC(=O)c1cc(C#N)c(NCc2ccc(Cl)cc2Cl)nc1C | 98.0 | x | 97.0 | 93.0 | 9.0 | -3.3 | 96.0 | 96.0 | x | 5 | 97.0
O=C(/C(C=Nc1ccc(Br)cc1)=C(/O)c1ccco1)C(F)(F)F | 100.0 | 2.2 | 107.0 | 103.0 | -8.0 | x | 103.0 | 100.0 | -3.6 | 12 | 102.0
O=[N+]([O-])c1ccc(N2CCCCC2)cc1SCCO | 96.0 | -4.7 | 98.0 | 98.0 | -2.0 | 21.4 | 98.0 | 92.0 | -23.9 | 3 | 96.0
COc1ccc(-c2nnn(CCC(=O)O)n2)cc1 | 100.0 | 12.7 | 106.0 | 101.0 | 0.0 | x | 104.0 | 98.0 | -3.4 | 7 | 103.0
COc1cc2c(cc1OC)C(c1cccc([N+](=O)[O-])c1)N(C(=O)c1ccccc1C(=O)O)CC2 (centres undefined) | 96.0 | 1.8 | 97.0 | 94.0 | 1.0 | 3.9 | 95.0 | 94.0 | -8.7 | 10 | 97.0
O=C(O)CCC1COc2ccccc2O1 (centres undefined) | 97.0 | x | 95.0 | 94.0 | 2.0 | x | 97.0 | 97.0 | -22.4 | 42 | 99.0
COC(=O)Cn1c(=NC(=O)c2ccc(OC)c(OC)c2)sc2cc(OC)ccc21 | 99.0 | 6.6 | 106.0 | 102.0 | -3.0 | x | 100.0 | 101.0 | 15.8 | 16 | 101.0
O=S(=O)(c1ccc(OCC(O)CN2CCN(c3ccc(F)cc3)CC2)cc1)N1CCOCC1 (centres undefined) | 105.0 | -3.5 | 101.0 | 97.0 | -1.0 | x | 102.0 | 100.0 | -22.5 | 7 | 105.0
Cc1nn(C(C)C(=O)O)c(C)c1[N+](=O)[O-] (centres undefined) | 93.0 | 9.9 | 93.0 | 94.0 | -4.0 | -39.3 | 93.0 | 95.0 | -0.7 | 22 | 94.0
O=C(COC(=O)C1CC2C=CC1C2)NCc1ccco1 (centres undefined) | 97.0 | 65.7* | 100.0 | 98.0 | 0.0 | x | 98.0 | 96.0 | -15.0 | 8 | 98.0

Four compounds from above, ordered by SMILES length, largest number first:
SMILES | Rab2 wt GTP | Mcl1-Noxa inh | Rac1 wt modul | Rab7 wt modul | Mcl-1 Bim block | Pf gamet viab | HRas wt GTP bind | Rac1 act GTP bind | Mcl1 Bid PPI | Avidin fluor | Cdc42 wt
O=C(/C(C=Nc1ccc(Br)cc1)=C(/O)c1ccco1)C(F)(F)F | 100.0 | 2.2 | 107.0 | 103.0 | -8.0 | x | 103.0 | 100.0 | -3.6 | 12 | 102.0
COc1ccc(-c2nnn(CCC(=O)O)n2)cc1 | 100.0 | 12.7 | 106.0 | 101.0 | 0.0 | x | 104.0 | 98.0 | -3.4 | 7 | 103.0
Cn1ccnc1SCC(=O)c1cc2ccccc2o1 | 97.0 | 20.6 | 100.0 | 98.0 | -2.0 | x | 99.0 | 96.0 | -11.1 | 7 | 99.0
Oc1ccccc1CNc1cnc2ccccc2c1 | 100.0 | 8.4 | 101.0 | 95.0 | 0.0 | x | 98.0 | 99.0 | -32.7 | 4 | 100.0

Bioassay records as filed in PubChem BioAssay.

Random draw from the library; overall some 2.7% were active at least once.
